LMPTP inh: blocks human LMPTP phosphatase; P24666; recombinant LMPTP-A, OMFP fluorogenic substrate, fluorescence intensity; inhibition, % at 20 µM; 0.22% of 360,000 active;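 active means compounds that cut the enzyme signal by at least half of the control window in the single-dose screen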;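 further: plate controls were DMSO wells with enzyme plus substrate for no effect and substrate without enzyme for full effect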
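Assay system: LMPTP-A phosphatase enzyme | Input: 0.625 nM enzyme | Also added: Fluorogenic phosphatase substrate OMFP at 400 µM final | Compound dosing: One test concentration per compound, 20 µM, with 3% DMSO overall | Schedule: 50 min enzyme reaction at room temperature, protected from light | Signal: Fluorescence intensity | Benchmarks: no-enzyme and uninhibited controls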
Tb MetRS inh: blocks T. brucei methionyl-tRNA synthetase activity | purified T. brucei MetRS, ATP depletion, Kinase-Glo luminescence | inhibition, % at 11.9 µM | 0.4% of 360,000 active | AID 624268;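 active means inhibition above a per-plate cutoff of the control wells' mean inhibition plus 3 SD, cut at about 5.5% in these data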;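 further: 0% = DMSO wells median and 100% = median of wells with control inhibitor compound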
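assay system = parasite MetRS enzyme | timing = 15 min preincubation, 2 h reaction, all 25 °C | evaluation = percent inhibition relative to median high and low control wells | medium = HEPES buffer containing pyrophosphatase, BSA, spermine, DTT | compound = single dose, 11.9 µM final nominal, 0.9% final DMSO | detection = Kinase-Glo luminescence, ATP depletion format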
Scp-1 inhibitor: inhibitors of human Scp-1 phosphatase; Q9GZU7; Recombinant Scp1, phosphopeptide, malachite green phosphate absorbance; inhibition, % at 20 µM; 0.88% of 340,000 active; AID 493091;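 active means inhibition above about 50% at 20 µM, limit read from the data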;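 further: plate controls were DMSO wells with enzyme for no effect and wells lacking enzyme for full effect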
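System: SCP-1 catalytic domain; Reagent: Phospho 17-mer peptide substrate; Doses: one concentration, 20 µM, with 1.0% DMSO; Incubation: 45 min room-temperature reaction, 5 min colour, 30 min stabiliser; Signal: Phosphate-binding colour reagent, absorbance read at 630 nm.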
MsrA inhibitor: inhibits bovine methionine sulfoxide reductase A; 0.75% of 360,000 active; purified bovine MsrA, absorbance read-out; inhibition, % at 15.5 µM; AID 651718; in the data active means inhibition above about 4.5%;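 further: 0% = vehicle wells with enzyme and 100% = reference inhibitor wells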
CSN deneddyl inh: CSN deneddylation inhibition | Q92905 | Purified CSN, SCF-Nedd8-OG deneddylation, fluorescence polarization | inhibition, % at 12.5 µM | 0.38% of 360,000 active;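 active means pattern-corrected inhibition above about 35%, with an unprinted fluorescence ratio check between 0.5 and 1.5, limit read from the data, passing the limit was not always enough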;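 further: 0% = enzyme with substrate and 100% = substrate without enzyme; some results filed as inactive read as strong as hits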
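Detection – fluorescence polarization · System – HEK293T-derived human Csn5 enzyme · Controls – substrate-only high control, full reaction low control · Timing – 90 min, room temperature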
DNMT1 block: inhibitors of human DNMT1. P26358. DNMT1 molecular beacon, Hinp1I cleavage, fluorescence. inhibition (reported as % activation of signal), % at 10 µM. AID 588458. 0.83% of 360,000 active; in the data active means inhibition above about 50%
Target sequence (P26358 504-1616 limits assumed): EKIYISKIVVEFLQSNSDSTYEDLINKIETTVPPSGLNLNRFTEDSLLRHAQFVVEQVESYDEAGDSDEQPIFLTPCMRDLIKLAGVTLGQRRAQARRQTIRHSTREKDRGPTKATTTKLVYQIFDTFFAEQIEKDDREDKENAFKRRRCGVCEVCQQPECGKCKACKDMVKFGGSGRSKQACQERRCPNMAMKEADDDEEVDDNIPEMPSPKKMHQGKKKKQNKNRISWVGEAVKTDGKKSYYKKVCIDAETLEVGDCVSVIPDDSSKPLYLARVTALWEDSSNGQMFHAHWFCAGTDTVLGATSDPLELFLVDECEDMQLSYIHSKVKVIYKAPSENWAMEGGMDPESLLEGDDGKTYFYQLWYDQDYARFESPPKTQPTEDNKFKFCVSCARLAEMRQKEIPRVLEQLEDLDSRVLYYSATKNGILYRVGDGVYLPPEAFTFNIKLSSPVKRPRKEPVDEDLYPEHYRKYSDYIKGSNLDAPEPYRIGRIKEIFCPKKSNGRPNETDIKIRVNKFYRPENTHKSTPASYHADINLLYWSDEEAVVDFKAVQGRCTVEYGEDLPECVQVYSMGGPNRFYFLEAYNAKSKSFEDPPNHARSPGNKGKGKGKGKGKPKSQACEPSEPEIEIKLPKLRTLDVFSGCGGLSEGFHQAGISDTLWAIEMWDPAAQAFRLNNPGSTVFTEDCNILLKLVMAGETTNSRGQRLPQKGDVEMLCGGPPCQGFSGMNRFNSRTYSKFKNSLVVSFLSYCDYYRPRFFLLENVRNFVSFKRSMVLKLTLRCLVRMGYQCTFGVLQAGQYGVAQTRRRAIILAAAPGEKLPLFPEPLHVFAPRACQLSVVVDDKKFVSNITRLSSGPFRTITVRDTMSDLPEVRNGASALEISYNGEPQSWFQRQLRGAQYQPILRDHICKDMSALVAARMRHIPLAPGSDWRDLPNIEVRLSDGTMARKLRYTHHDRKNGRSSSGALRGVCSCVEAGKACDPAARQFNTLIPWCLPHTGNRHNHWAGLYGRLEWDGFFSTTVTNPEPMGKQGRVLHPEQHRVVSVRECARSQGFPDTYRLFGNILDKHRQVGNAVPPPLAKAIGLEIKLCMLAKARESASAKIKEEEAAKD
STEP inh: blocks human striatal-enriched tyrosine phosphatase. recombinant STEP, OMFP fluorogenic substrate, fluorescence. inhibition, % at 20 µM. 0.25% of 360,000 active. AID 588621;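 active means inhibition at 20 µM, scaled per plate between control wells, above about 37%, limit read from the data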;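 further: 0% = DMSO with enzyme and substrate and 100% = substrate only without enzyme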
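Test system: STEP tyrosine phosphatase / Reagent: OMFP at 25 µM / Doses: 20 µM, 1% DMSO / Read-out: percent inhibition scaled to no-enzyme and uninhibited-enzyme controls, plate-pattern corrected / Detection: FITC-channel fluorescence of OMFP product / Medium: Bis-Tris buffer pH 6.0, 2.5 mM DTT, 0.005% Tween 20 / Schedule: 20 min at room temperature, dark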
NadD inh: NadD (S. aureus) enzyme inhibition | inhibition, % at 20 µM | AID 602399 | purified NadD enzyme, colorimetric absorbance read-out | 0.78% of 360,000 active; in the data active means inhibition above about 26%; further: some compounds past the cut are filed as inactive
SUMO1 PPI mod: alters human SUMO1 binding to SIM partners; SUMO1 binding to a labelled peptide, TR-FRET, 1 h; AID 602429; P63165; 0.33% of 360,000 active; inhibition, % at 20 µM; in the data active means inhibition above about 37%
Rpn11 block: blocks the human proteasome subunit Rpn11; O00487; human 26S proteasome, Ub4-pepOG fluorescence polarization; 20S core pre-blocked with epoxomicin; calls only at 20 µM; 0.59% of 360,000 active; AID 588493;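 active means inhibition at 20 µM, scaled to each plate's controls, above about 33%, limit read from the data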
An asterisk follows results filed as active.

How did O=C(CSc1nc2ccccc2c(=O)[nH]1)N1CCCCCC1 do in these assays?
LMPTP inh: -1.1; Tb MetRS inh: 0.2; Scp-1 inhibitor: 17; MsrA inhibitor: -0.8; CSN deneddyl inh: 1; DNMT1 block: 3; STEP inh: -5; NadD inh: 6; SUMO1 PPI mod: -3; Rpn11 block: inactive

What do the screens show for `CCOc1ccc(N2C(=O)/C(=C/c3cc(OC)c(OC)c(OC)c3)N(CC(=O)OC)C2=S)cc1`?
LMPTP inh: 1.7; Tb MetRS inh: -0.6; Scp-1 inhibitor: -10; MsrA inhibitor: 0.7; CSN deneddyl inh: 6; DNMT1 block: -8; STEP inh: 2; NadD inh: -9; SUMO1 PPI mod: -10; Rpn11 block: inactive

How did COc1cc(C(C[N+](=O)[O-])c2c(N)n(C)c(=O)n(C)c2=O)ccc1O (stereo not drawn) do in these assays?
LMPTP inh: -0.6; Tb MetRS inh: -0.8; Scp-1 inhibitor: -6; MsrA inhibitor: -1.1; CSN deneddyl inh: 2; DNMT1 block: 0; STEP inh: -2; NadD inh: -5; SUMO1 PPI mod: -3; Rpn11 block: inactive

How did O=c1cc(CN2CCCc3ccccc32)nc2sccn12 do in these assays?
LMPTP inh: 0.4; Tb MetRS inh: -1.6; Scp-1 inhibitor: 3; MsrA inhibitor: 2.3; CSN deneddyl inh: -13; DNMT1 block: 3; STEP inh: -2; NadD inh: 2; SUMO1 PPI mod: -11; Rpn11 block: inactive

What do the screens show for `NS(=O)(=O)c1ccc(NC(=O)COC(=O)COc2cccc(C(F)(F)F)c2)cc1`?
LMPTP inh: -1.2; Tb MetRS inh: -0.2; Scp-1 inhibitor: -2; MsrA inhibitor: 0.3; CSN deneddyl inh: 6; DNMT1 block: -1; STEP inh: -2; NadD inh: -7; SUMO1 PPI mod: -2; Rpn11 block: inactive

What do the screens show for `Cc1cccc(OCCCOc2cccc3cccnc23)c1C`?
LMPTP inh: 4.1; Tb MetRS inh: -1.5; Scp-1 inhibitor: 3; MsrA inhibitor: -0.3; CSN deneddyl inh: 2; DNMT1 block: -1; STEP inh: 4; NadD inh: -4; SUMO1 PPI mod: -3; Rpn11 block: inactive

How did O=C1CCCC2=C1C(c1ccccc1)NC(=S)N2 (stereo not drawn) do in these assays?
LMPTP inh: -1.5; Tb MetRS inh: -0.3; Scp-1 inhibitor: -3; MsrA inhibitor: 2.4; CSN deneddyl inh: -11; DNMT1 block: 1; STEP inh: -1; NadD inh: 3; SUMO1 PPI mod: -3; Rpn11 block: inactive

What do the screens show for `COc1ccc(CNC(=O)c2cccc(N(C)C)c2)cc1`?
LMPTP inh: -0.3; Tb MetRS inh: 0.2; Scp-1 inhibitor: -7; MsrA inhibitor: 0.1; CSN deneddyl inh: -1; DNMT1 block: 2; STEP inh: -3; NadD inh: 1; SUMO1 PPI mod: -3; Rpn11 block: inactive

Results for CC(=O)Nc1cccc(NC(=O)C(=O)c2cn(CC(=O)N3CCCC3)c3ccccc23)c1 ?
LMPTP inh: 1.2; Tb MetRS inh: 0.0; MsrA inhibitor: 1.9; CSN deneddyl inh: -2; DNMT1 block: 1; STEP inh: 0; NadD inh: 3; SUMO1 PPI mod: -16; Rpn11 block: inactive

What do the screens show for `Cc1csc(=O)n1CCC(=O)OCC(=O)Nc1cccc(C#N)c1`?
LMPTP inh: 0.6; Tb MetRS inh: 0.0; Scp-1 inhibitor: -3; MsrA inhibitor: -0.5; CSN deneddyl inh: -2; DNMT1 block: 4; STEP inh: 1; NadD inh: 0; SUMO1 PPI mod: -2; Rpn11 block: inactive

How did COC(=O)C1=C(C)N(C)C(=O)NC1c1ccsc1 (stereo not drawn) do in these assays?
LMPTP inh: -1.1; Tb MetRS inh: -0.5; Scp-1 inhibitor: 1; MsrA inhibitor: 0.1; CSN deneddyl inh: -5; DNMT1 block: 0; STEP inh: -2; NadD inh: -3; SUMO1 PPI mod: -1; Rpn11 block: inactive

How did COc1ccc(-c2cc(C(=O)N(C)Cc3ccccc3)no2)cc1OC do in these assays?
LMPTP inh: -0.9; Tb MetRS inh: -1.9; Scp-1 inhibitor: -15; CSN deneddyl inh: -3; DNMT1 block: 1; STEP inh: -9; NadD inh: -4; SUMO1 PPI mod: 1; Rpn11 block: inactive

Results for CNC(=S)N/N=C(\C)c1ccccc1 ?
LMPTP inh: -0.3; Tb MetRS inh: 0.1; Scp-1 inhibitor: -3; MsrA inhibitor: -0.9; CSN deneddyl inh: -1; DNMT1 block: 2; STEP inh: 2; NadD inh: 1; SUMO1 PPI mod: 4; Rpn11 block: inactive

How did O=S1(=O)CCN(Cc2cccc(Cl)c2)CC1 do in these assays?
LMPTP inh: -2.1; Tb MetRS inh: -1.6; Scp-1 inhibitor: -8; MsrA inhibitor: 0.7; CSN deneddyl inh: 0; DNMT1 block: 1; STEP inh: -3; NadD inh: -2; SUMO1 PPI mod: -2; Rpn11 block: inactive

What do the screens show for `CCc1ccccc1NC(=O)CSc1nnc([C@@H](NC(=O)OC(C)(C)C)C(C)CC)o1` (stereo partly drawn)?
LMPTP inh: -0.9; Tb MetRS inh: -0.6; Scp-1 inhibitor: -5; MsrA inhibitor: -0.4; CSN deneddyl inh: 6; DNMT1 block: 3; STEP inh: -1; NadD inh: 6; SUMO1 PPI mod: 0; Rpn11 block: inactive

How did CCOC(=O)c1csc(COc2ccc(OC)cc2)n1 do in these assays?
LMPTP inh: -0.6; Tb MetRS inh: 0.4; Scp-1 inhibitor: 7; MsrA inhibitor: 0.7; CSN deneddyl inh: 0; DNMT1 block: 1; STEP inh: -2; NadD inh: -3; SUMO1 PPI mod: 2; Rpn11 block: inactive

What do the screens show for `COc1cc(-c2nnc(SC/C=C/c3ccccc3)n2N)cc(OC)c1OC`?
LMPTP inh: -0.6; Tb MetRS inh: 0.2; Scp-1 inhibitor: -21; MsrA inhibitor: -1.0; CSN deneddyl inh: 4; DNMT1 block: -1; STEP inh: -1; NadD inh: 2; SUMO1 PPI mod: -1; Rpn11 block: inactive

Results for CC1(C)CC(=O)C(=Cc2cn(-c3ccccc3)nc2-c2ccccc2)C(=O)C1 ?
LMPTP inh: 0.6; Tb MetRS inh: -0.5; Scp-1 inhibitor: -6; MsrA inhibitor: 1.0; CSN deneddyl inh: 2; DNMT1 block: 4; STEP inh: -2; NadD inh: 12; SUMO1 PPI mod: 7; Rpn11 block: inactive

What do the screens show for `Nc1nnc(-c2ccco2)s1`?
LMPTP inh: -0.8; Tb MetRS inh: -0.9; Scp-1 inhibitor: -12; MsrA inhibitor: 1.7; CSN deneddyl inh: 0; DNMT1 block: 0; STEP inh: -1; NadD inh: 2; SUMO1 PPI mod: -2; Rpn11 block: inactive

Results for CN1CCN(c2nc3c(c(=O)[nH]c(=O)n3C)n2Cc2cccc(Br)c2)CC1 ?
LMPTP inh: -1.1; Tb MetRS inh: -0.3; Scp-1 inhibitor: -2; MsrA inhibitor: 0.1; CSN deneddyl inh: 6; DNMT1 block: 6; STEP inh: -1; NadD inh: 9; SUMO1 PPI mod: 6; Rpn11 block: inactive

How did COc1ccc(CCCc2nc3ccccc3[nH]2)cc1 do in these assays?
LMPTP inh: -1.0; Tb MetRS inh: 0.0; Scp-1 inhibitor: 4; MsrA inhibitor: 0.1; CSN deneddyl inh: -2; DNMT1 block: 24; STEP inh: -2; NadD inh: -7; SUMO1 PPI mod: -3; Rpn11 block: inactive

How did O=C(Nc1ccc(OC(F)F)cc1)c1cc[n+]([O-])cc1 do in these assays?
LMPTP inh: -0.8; Tb MetRS inh: 0.4; Scp-1 inhibitor: -2; MsrA inhibitor: 1.5; CSN deneddyl inh: 4; DNMT1 block: -2; STEP inh: -3; NadD inh: -6; SUMO1 PPI mod: -6; Rpn11 block: inactive

What do the screens show for `COc1cccc(/C=N/NC(=O)CC(C)O)c1OC/C=C/c1ccccc1` (stereo not drawn)?
LMPTP inh: 0.5; Tb MetRS inh: 0.0; Scp-1 inhibitor: -10; MsrA inhibitor: -0.1; CSN deneddyl inh: 0; DNMT1 block: 1; STEP inh: -2; NadD inh: -5; SUMO1 PPI mod: 5; Rpn11 block: inactive

Results for O=C(CNC(=O)c1ccco1)NCC(=O)OCc1ccccc1Cl ?
LMPTP inh: -0.1; Tb MetRS inh: -0.3; Scp-1 inhibitor: -8; MsrA inhibitor: -0.8; CSN deneddyl inh: -4; DNMT1 block: 2; STEP inh: -4; NadD inh: -6; SUMO1 PPI mod: 5; Rpn11 block: inactive

Results for CCCCn1nnnc1C(c1cc2ccccc2o1)N1CCN(c2ccccc2F)CC1 (stereo not drawn) ?
LMPTP inh: 2.7; Tb MetRS inh: -1.7; MsrA inhibitor: 1.7; CSN deneddyl inh: -5; NadD inh: 7; SUMO1 PPI mod: 0

How did Cc1cc(C(=O)Nc2sc3c(c2C#N)CCC(C)C3)cs1 (stereo not drawn) do in these assays?
LMPTP inh: 0.1; Tb MetRS inh: -0.6; Scp-1 inhibitor: -2; MsrA inhibitor: 0.8; CSN deneddyl inh: 4; DNMT1 block: 12; STEP inh: -1; NadD inh: -3; SUMO1 PPI mod: 3; Rpn11 block: inactive

What do the screens show for `C/C(=N\NS(=O)(=O)c1cccc([N+](=O)[O-])c1)c1cccnc1`?
LMPTP inh: -1.7; Tb MetRS inh: -0.3; Scp-1 inhibitor: -5; MsrA inhibitor: 0.0; CSN deneddyl inh: -1; DNMT1 block: -1; STEP inh: 13; NadD inh: 3; SUMO1 PPI mod: -14; Rpn11 block: inactive

How did ON(CCc1ccncc1)Cc1ccccc1 do in these assays?
LMPTP inh: 0.2; Tb MetRS inh: -0.1; Scp-1 inhibitor: -13; MsrA inhibitor: 1.6; CSN deneddyl inh: -4; DNMT1 block: 1; STEP inh: -4; NadD inh: -4; SUMO1 PPI mod: -1; Rpn11 block: inactive

A draw from above in order of count of non-hydrogen atoms, lowest first:
What do the screens show for `C/C(=N\NS(=O)(=O)c1cccc([N+](=O)[O-])c1)c1cccnc1`?
LMPTP inh: -1.7; Tb MetRS inh: -0.3; Scp-1 inhibitor: -5; MsrA inhibitor: 0.0; CSN deneddyl inh: -1; DNMT1 block: -1; STEP inh: 13; NadD inh: 3; SUMO1 PPI mod: -14; Rpn11 block: inactive

Results for O=C(CNC(=O)c1ccco1)NCC(=O)OCc1ccccc1Cl ?
LMPTP inh: -0.1; Tb MetRS inh: -0.3; Scp-1 inhibitor: -8; MsrA inhibitor: -0.8; CSN deneddyl inh: -4; DNMT1 block: 2; STEP inh: -4; NadD inh: -6; SUMO1 PPI mod: 5; Rpn11 block: inactive

Results for CCCCn1nnnc1C(c1cc2ccccc2o1)N1CCN(c2ccccc2F)CC1 (stereo not drawn) ?
LMPTP inh: 2.7; Tb MetRS inh: -1.7; MsrA inhibitor: 1.7; CSN deneddyl inh: -5; NadD inh: 7; SUMO1 PPI mod: 0
